Screens from PubChem BioAssay.
TDP2 absorb = TDP2 (human) inhibition, absorbance primary screen | inhibition, % at 12.8 µM | O95551 | 0.34% of 370,000 active | recombinant TDP2, T5PNP hydrolysis, p-nitrophenol absorbance 415 nm;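 active = inhibition above the mean of all tested compounds plus 3 SD, set per campaign, cut at about 25% in these data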;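 note: 0% = DMSO with enzyme and 100% = buffer with substrate but no TDP2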
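Test system: human TDP2 enzyme; Input: 120 nM TDP2 per well; Buffer or medium: Mg2+-containing Tris-HCl buffer, pH 7.5; Reagent: 5 mM T5PNP; Dosing: 12.8 µM single point, 1% DMSO; Incubation: reaction 2 h, 37 °C; Detection: p-Nitrophenol epi absorbance; Read-out: % inhibition relative to enzyme-containing and enzyme-free wells; Replicates: single well per compound.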
PRMT1 inh = PRMT1 (human) inhibition, primary screen. 1.3% of 370,000 active. recombinant PRMT1, activity-based probe fluorescence polarization. inhibition, % at 2.79 µM. AID 652257;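 active = inhibition above about 21% made by adding two undisclosed values, limit read from the data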
mABHD4 FP = ABHD4 (mouse) inhibition, primary FP screen | inhibition, % at 8.92 µM | 0.54% of 370,000 active | Q8VD66 | AID 720543 | purified mABHD4, FP-Rh probe fluorescence polarization;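 active = inhibition exceeding the mean over every tested compound plus 3 SD, cut at about 30% in these data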;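 note: 0% = plate median of compound wells and 100% = S159A mutant with DMSO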
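System: mouse ABHD4 enzyme, wild type / Medium: HEPES pH 7.0, NaCl, Pluronic buffer / Reagent: FP-Rh activity-based fluorescent probe / Control set: S159A mutant high control, sample median low control / Detection: fluorescence polarization with parallel and perpendicular emission, 525/598 nm / Schedule: 45 min + 60 min at 25 °C / Compound dosing: 8.92 µM, single dose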
NPR2 activator = GC-B (human) receptor activation; P20594; 0.11% of 370,000 active; HEK293-GC-B cells, CNP EC30, cGMP TR-FRET; 0% at EC30 CNP, 100% saturating CNP; activation, % at 10 µM; AID 1920062;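 active = activation at 10 µM reaching about 35% in either raw or pattern-adjusted values, limit read from the data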
MBD2 inh = inhibitors of human MBD2 binding to methylated oligonucleotide | Q9UBB5 | TR-FRET | inhibition, % at 4.4 µM | 0.31% of 370,000 active | AID 686964; in the data active = inhibition above about 13%
Target sequence (Q9UBB5 whole entry, looked up): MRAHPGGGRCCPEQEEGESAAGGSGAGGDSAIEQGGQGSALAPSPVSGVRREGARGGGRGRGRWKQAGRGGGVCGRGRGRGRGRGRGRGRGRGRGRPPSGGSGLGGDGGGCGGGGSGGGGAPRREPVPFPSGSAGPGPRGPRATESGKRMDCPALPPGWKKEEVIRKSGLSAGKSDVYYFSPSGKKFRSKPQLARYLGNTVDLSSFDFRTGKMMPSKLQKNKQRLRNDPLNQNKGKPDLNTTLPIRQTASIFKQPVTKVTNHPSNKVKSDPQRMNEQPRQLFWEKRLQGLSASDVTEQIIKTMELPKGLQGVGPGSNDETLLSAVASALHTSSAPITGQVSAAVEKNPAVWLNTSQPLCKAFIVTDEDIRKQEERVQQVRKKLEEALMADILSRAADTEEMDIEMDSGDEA
SIAE primary = inhibitors of human sialic acid acetylesterase SIAE; AID 1053197; inhibition, % at 9.66 µM; 0.69% of 370,000 active; SIAE FP-Rh probe binding, fluorescence polarization;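 active = inhibition above a cutoff: mean of compounds within the control limits plus 3 SD of those, cut at about 17% in these data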;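 note: 0% = plate median of compound wells and 100% = probe without SIAE protein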
Target sequence (Q9HAT2 whole entry, looked up): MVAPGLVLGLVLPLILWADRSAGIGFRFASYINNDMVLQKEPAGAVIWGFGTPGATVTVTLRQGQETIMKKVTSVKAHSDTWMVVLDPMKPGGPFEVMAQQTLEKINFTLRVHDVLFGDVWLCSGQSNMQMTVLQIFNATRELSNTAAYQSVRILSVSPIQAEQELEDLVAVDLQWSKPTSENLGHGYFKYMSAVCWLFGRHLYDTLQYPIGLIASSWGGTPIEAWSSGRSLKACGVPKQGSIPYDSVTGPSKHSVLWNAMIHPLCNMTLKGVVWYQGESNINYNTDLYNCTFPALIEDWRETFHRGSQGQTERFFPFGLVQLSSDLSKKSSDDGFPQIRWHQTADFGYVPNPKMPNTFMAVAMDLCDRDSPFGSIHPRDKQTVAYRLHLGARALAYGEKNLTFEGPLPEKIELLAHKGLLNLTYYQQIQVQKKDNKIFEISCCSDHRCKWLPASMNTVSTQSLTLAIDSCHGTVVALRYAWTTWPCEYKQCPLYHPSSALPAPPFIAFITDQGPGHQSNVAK
TCR CD3 inh = human TCR-CD3 binding inhibition; inhibition, % at 9.4 µM; 0.37% of 360,000 active; TAMRA-labeled TCR probe fluorescence, biochemical; AID 651800; in the data active = inhibition above about 19%;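 note: recombinant mutant TCR 2C K166C tagged with TAMRA read by polarization; 0% = receptor in buffer alone and 100% = receptor with positive control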
LEDGF integ inh = blocks HIV-1 LEDGF/p75-dependent DNA integration; TR-FRET IN-LEDGF/p75 DNA integration, Eu/Cy5; 0.64% of 370,000 active; inhibition, % at 3.7 µM;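 active = inhibition above the screen-wide mean plus 3 SD, cut at about 13% in these data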;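 note: signal is the Cy5 over europium emission ratio at 671 and 618 nm; 0% = plate median of compound wells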
HTRA1 inhibitor = blocks human HTRA1 serine peptidase; Q92743; recombinant HTRA1, FP-rhodamine activity-based probe, fluorescence polarization; inhibition, % at 5.96 µM; 0.5% of 340,000 active; in the data active = inhibition above about 36%;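 note: 0% = enzyme with DMSO and 100% = wells lacking enzyme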
rCAG binder = binds r(CAG) RNA repeats. r(CAG) RNA repeat, TO-PRO-1 dye displacement fluorescence. inhibition, % at 3 µM. 1.3% of 370,000 active;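 active = inhibition above the plate cutoff, the mean of all test compounds on that plate plus 3 SD, cut at about 35% in these data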;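 note: 0% = DMSO alone and 100% = 100 µM mitoxantrone as full dye displacement; higher means more dye released from RNA so lower well fluorescence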
* marks the source's active call; other numbers are inactive results; nt = not tested or not shown.

SMILES	TDP2 absorb	PRMT1 inh	mABHD4 FP	NPR2 activator	MBD2 inh	SIAE primary	TCR CD3 inh	LEDGF integ inh	HTRA1 inhibitor	rCAG binder
COc1ccc(-c2nn(-c3ccccc3)cc2/C=N/N2C(=O)CSC2=S)cc1	0	8	22	1	1	-1	9	5	68*	30
CC1Cc2ccccc2N1C(=O)Cn1nc(C(=O)O)c2ccccc2c1=O (stereo not given)	4	2	1	-5	1	1	-1	0	-11	5
CCOc1ccc2c(=O)c(-c3ccc4c(c3)OCCCO4)c(C)oc2c1	-10	-5	-3	5	4	-3	-9	6	3	4
CCCC(=O)Nc1nc2ccc(C(=O)OCC)cc2s1	-1	-6	-1	-3	-2	0	-3	2	-10	2
CC1=C(C(=O)N(C)C)CC(CC(=O)NC(c2ccccc2)c2ccccc2)C(=O)N1CCCN1CCCC1=O (stereo not given)	-11	4	-14	-2	1	6	-6	3	7	0
CC(NS(=O)(=O)c1ccc(Br)cc1)C(=O)NCc1ccco1 (stereo not given)	2	-1	3	2	-3	6	2	2	-25	5
CCC(C)[C@H](NC(=O)NCc1ccc(F)cc1)C(=O)O (stereo not given in full)	-1	-1	-8	0	0	7	2	0	4	1
Cc1ccc(S(=O)(=O)N2[C@@H](c3ccc(Cl)cc3)C(C(=O)O)=C[C@H]2CC2CCCC2)cc1	-2	1	-10	0	2	-4	0	-1	-53	77*
c1ccc(C2CSc3ccccc3N2)cc1 (stereo not given)	-7	19	5	-2	-2	-4	-5	-4	2	7
COc1ccc([N+](=O)[O-])cc1NC(=O)COC(=O)/C=C/c1ccco1	-2	6	6	-5	-3	-2	-11	-5	-1	16
CC(=O)c1c(C(C)=O)c(C)n(-c2nc(-c3ccc(Br)cc3)c(C)s2)c1C	-12	0	0	-1	0	11	9	-3	-3	5
O=C(NC(Cc1ccccc1)C(=O)N1CCCC1C(=O)O)c1ccccc1 (stereo not given)	9	-1	4	2	1	-2	0	-2	3	1
COC(=O)[C@@]1(Sc2ccc(C)cc2)CC(=O)N(C(=O)C2CC2)[C@@H]1c1ccccc1	3	55*	2	-6	1	5	7	-4	nt	2
CCc1cccc(NC(=O)COC(=O)CSc2ccc(C)cc2)c1	6	-1	1	1	-4	1	-5	-1	16	1
O=C(NCC1CCCO1)c1cc(S(=O)(=O)N2CCCCC2)ccc1Cl (stereo not given)	-2	-2	3	-3	-6	-5	3	6	-1	-2
COc1ccc(OCc2cccc(C(=O)Nn3cc([N+](=O)[O-])cn3)c2)cc1	6	-3	-2	4	-3	-8	3	3	0	17
CC(OC(=O)CCCN=C1NS(=O)(=O)c2ccccc21)C(=O)Nc1ccc(F)c(F)c1F (stereo not given)	6	0	-1	1	-4	6	-7	1	-1	-1
COc1cccc(N=Cc2c(O)c3ccccc3oc2=O)c1	3	2	18	-11	0	0	-7	0	-4	19
CN(NS(C)(=O)=O)c1ncc(C(F)(F)F)cc1Cl	2	2	-2	7	-1	5	-5	-2	9	-4
Cc1nc2ccccc2c(=O)n1-c1cccc(NC(=O)c2cccs2)c1	4	-1	-2	3	0	-3	0	-2	-4	0

Four entries picked at random from the list so far:
SMILES	TDP2 absorb	PRMT1 inh	mABHD4 FP	NPR2 activator	MBD2 inh	SIAE primary	TCR CD3 inh	LEDGF integ inh	HTRA1 inhibitor	rCAG binder
CCc1cccc(NC(=O)COC(=O)CSc2ccc(C)cc2)c1	6	-1	1	1	-4	1	-5	-1	16	1
COc1ccc([N+](=O)[O-])cc1NC(=O)COC(=O)/C=C/c1ccco1	-2	6	6	-5	-3	-2	-11	-5	-1	16
Cc1ccc(S(=O)(=O)N2[C@@H](c3ccc(Cl)cc3)C(C(=O)O)=C[C@H]2CC2CCCC2)cc1	-2	1	-10	0	2	-4	0	-1	-53	77*
CN(NS(C)(=O)=O)c1ncc(C(F)(F)F)cc1Cl	2	2	-2	7	-1	5	-5	-2	9	-4

Carrying on.
SMILES	TDP2 absorb	PRMT1 inh	mABHD4 FP	NPR2 activator	MBD2 inh	SIAE primary	TCR CD3 inh	LEDGF integ inh	HTRA1 inhibitor	rCAG binder
COc1ccc(CNC(=O)c2ccccc2NC(=O)C2=CSCCO2)c(OC)c1	2	4	-7	-1	-2	-2	6	3	-5	-1
COc1cccc(/C=C(\C#N)C(=O)NC2CCS(=O)(=O)C2)c1 (stereo not given)	-18	-1	-3	-5	-3	10	3	-2	3	2
O=C(COC(=O)CCc1ccccc1)Nc1cc(S(=O)(=O)N2CCOCC2)ccc1N1CCCC1	4	-1	2	0	0	1	5	2	-2	3
Cc1ccc2[nH]c(C(=O)N3CCCC(Nc4ccc(F)cc4)C3)cc2c1 (stereo not given)	8	6	7	-7	1	8	-1	-3	-3	5
CCc1ccc(/C=N/NC(=O)c2c[nH]c3ccccc23)s1	4	-3	-16	4	1	3	1	0	-26	3
COc1ccc(-c2nc(CN3CCN(C(=O)c4ccco4)CC3)c(C)o2)c(F)c1	-6	0	10	0	-4	3	7	1	3	-5
Cc1ccc(C(C)NC(=O)c2ccncc2)c(C)c1 (stereo not given)	-1	-4	5	2	-3	4	1	4	-1	-4
CCn1c(=O)n(CC)c2cc(NC(=O)c3ccccc3Cl)ccc21	-10	-1	3	9	2	-4	4	9	-5	-4
O=C(/C=C/c1ccccc1[N+](=O)[O-])OCC(=O)N1CCN(c2ccccc2)CC1	-1	-1	1	-2	-1	3	-1	0	-4	3
COc1ccccc1C(=O)NCCC(=O)NCC(c1ccc(F)cc1)N1CCOCC1 (stereo not given)	2	1	2	4	-1	-2	-2	-3	5	-7
O=C(NCCc1ccccc1)C1CCN(S(=O)(=O)c2cccc3nsnc23)CC1	2	1	2	-3	1	2	6	5	2	-5
O=C(O)c1ccc(/C=N/N2CCN(Cc3cccc4ccccc34)CC2)cc1	-8	0	-1	-5	3	3	7	0	5	7
COc1cc(S(=O)(=O)N2CCOCC2)ccc1NC(=O)COC(=O)C12CC3CC(CC(C3)C1)C2	-4	-2	1	-4	-1	-3	-1	0	0	0
CCOC(=O)CNC(=O)CSc1nnc(NC(=O)c2ccc(S(=O)(=O)N3CCOCC3)cc2)s1	-5	4	-9	1	5	5	0	0	7	2
COc1ccc(OC)c(CCNC(=O)C2CCN(c3ncnc4c3nc3n4CCCCC3)CC2)c1	0	-3	-7	0	0	4	-2	-3	3	-1
C[C@@H]1CN([C@H](C)CO)C(=O)CCCn2nncc2CO[C@H]1CN(C)C(=O)Nc1ccc2c(c1)OCCO2	-6	-9	6	1	-3	15	0	1	nt	2
CCOc1ccc(C(=O)NNC(=O)CCNC(=O)c2ccco2)cc1OC	-21	8	-11	0	3	-2	-5	5	-4	-2
CCOC(=O)N1CCN(Cc2cn[nH]c2-c2cc3ccccc3o2)CC1	15	-3	3	-2	0	2	3	3	0	-9
COc1ccc2c(c1)CCc1c(C(=O)NCCN3CCOCC3)noc1-2	8	-1	2	4	1	6	-9	0	6	-7
CN(C)C(=O)c1cccc(-c2cnc3c(NC=O)cc(-c4cccc(C(F)(F)F)c4)cn23)c1	-4	4	-8	-1	-6	-2	-2	-1	nt	6
COc1ccc(C2C3=C(CC(C)(C)CC3=O)Oc3ncn(CCCn4ccnc4)c(=N)c32)cc1 (stereo not given)	-2	-1	-7	-4	4	0	-4	-4	2	-1
Cc1c(/C=N/NC(=O)c2ccc(Br)o2)cnn1C	0	-6	-4	4	0	3	5	0	nt	0
Cc1ccc(S(=O)(=O)NCc2ccc(/C=C(/C#N)C(=O)NCc3ccccc3)o2)cc1	2	-5	-2	-2	3	1	6	2	0	-4
Cn1c(=O)c2c(nc(CN3CCc4ccccc4C3)n2Cc2ccccc2F)n(C)c1=O	-11	-1	2	1	0	-4	-3	2	-5	8
Cc1ccsc1C(=O)N1CCC1(C)C(=O)NCc1cccc2ccccc12 (stereo not given)	-3	1	-6	-1	0	2	3	-2	nt	3
COc1ccc(Cl)c(-c2cc(C(=O)Nc3ccc(C)c(NS(C)(=O)=O)c3)[nH]n2)c1	-1	-1	-29	-3	-1	-20	5	3	nt	10
CC(C)Cc1nnc(NC(=O)Cc2ccc([N+](=O)[O-])cc2)s1	-5	-3	2	-4	2	1	-3	-1	1	-2
Cc1n[nH]c(C)c1S(=O)(=O)N1CCCC(C(=O)N2CCc3ccccc32)C1 (stereo not given)	-11	-1	1	6	-4	-1	7	-1	-4	0
CCCCNc1c2c(nc3c(-c4ccccc4)c(C)nn13)CCC2	-14	0	2	-3	-3	2	-6	3	-1	3
O=C(O)c1ccc(-c2ncc[nH]2)cc1	-11	4	-5	2	4	-2	1	-4	-4	4
O=S(=O)(Nn1cnnc1)c1ccccc1Cl	11	-1	4	2	5	8	1	0	-4	-2
CN(CC(=O)NCC(c1ccco1)N1CCCCC1)S(=O)(=O)c1ccc(Cl)cc1 (stereo not given)	-1	1	-5	0	-1	-5	-1	-1	3	-10
O=C(Nc1ccc([N+](=O)[O-])cc1)C1CC1(c1ccccc1)c1ccccc1 (stereo not given)	1	-3	0	-5	2	-3	-5	2	-14	1
COC(=O)N/N=C\c1c(C)[nH]n(-c2ccccc2)c1=O	12	-1	4	5	-6	2	-2	-3	0	-2
CCc1c(C)c(C#N)c2nc3ccccc3n2c1-n1nc(C)cc1C	-4	-2	6	-3	2	-1	2	-3	5	-5
CC(C)c1ccccc1NC(=O)[C@@H]1CCCN1S(=O)(=O)c1cccc2cccnc12	-2	1	-4	-5	3	-6	nt	2	nt	nt
O=C(Nc1ccc(Cl)c(Cl)c1)C1CCCN1S(=O)(=O)c1cccc2cccnc12 (stereo not given)	3	-3	-18	-12	-2	8	nt	-2	nt	6
O=C(NCCCc1ccccc1)[C@H](Cc1ccccc1)NC1(C(=O)NCCc2c[nH]c3ccccc23)CCOCC1	-2	-2	-12	-12	2	5	nt	3	nt	nt
Cc1cc(/C=C2\SC(=S)NC2=O)c(C)n1-c1ccccc1	-6	-3	8	-6	-5	-8	6	-1	nt	48*
C[C@@H]1C=CCCO[C@]12C(=O)N(Cc1ccc(F)cc1)c1cccc(Br)c12	0	-1	-8	6	3	6	-1	0	nt	1
O=c1cc(-c2ccc(O)cc2)oc2ccccc12	-5	3	0	-10	0	-1	2	-4	1	2
CCOc1ccc(/C=C/c2nc(C#N)c(NCCCN(C)C)o2)cc1	-3	-2	7	-11	-2	2	2	-6	12	7
O=C(O)CCSc1nnc(COc2cccc3ccccc23)n1-c1cccc(Cl)c1	-20	-1	-16	0	4	-10	0	5	-12	44*
CCC(C)NC(=O)c1ccc(C(=O)c2ccccc2)cc1 (stereo not given)	7	2	8	-4	2	0	-11	-1	7	-5
Cc1cccnc1NC(=S)Nc1ccc(Cl)c(Cl)c1	-5	-1	2	-5	2	-5	0	3	-4	4
O=C(Nc1ccc2ccccc2c1)C(c1ccccc1)C1CCCC1 (stereo not given)	0	1	-71	0	-4	-76	-8	1	-65	15
COc1ccccc1C(=O)NCC(=O)OCC(=O)c1cccc2ccccc12	-1	-2	-4	-4	-2	2	2	2	-9	0
O=C(COc1ccccc1C(=O)O)NC1CCCc2ccccc21 (stereo not given)	-5	-5	1	2	0	-2	5	3	7	-3

Some of the compounds tested; rates above refer to the full screens.
